Compound activity as filed in PubChem.
Mac1 fbg enh – enhancers of human CD11b/CD18 binding to fibrinogen; P05107+P11215; K562 CD11b/CD18 adhesion to fibrinogen, ATPlite luminescence; activation, % at 10 µM; 93,000 compounds, 0.07% hits;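 active = 10 µM primary screen giving 50% or more activity, confirmed by 40% or more on retest at that dose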; also: strong numbers were not always called active; reference of the scale not given here
ERa SRC1 pot – ER-alpha (human) coactivator binding potentiation | TR-FRET ERalpha-LBD/SRC-Cy5 coactivator binding, 2 h; 100 = basal binding, no effect | coactivator binding (% of control), % at 25.6 µM | 86,000 compounds, 1.3% hits | AID 639; in the data active = activity above about 200%;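 also: binding measured in presence of low estradiol as agonist stimulus; 0% = peptide alone without receptor and 100% = receptor with peptide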
PLK1 PBD inh – blocks phosphopeptide binding to human Plk1 polo box domain. inhibition, %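 (tested at about 20 µM)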. Plk1 PBD phosphopeptide binding, fluorescence polarization. 97,000 compounds, 0.13% hits. AID 693. P53350; in the data active = inhibition above about 34%, passing the limit was not always enough
Target sequence (P53350 whole entry, looked up, the tested form may be a part): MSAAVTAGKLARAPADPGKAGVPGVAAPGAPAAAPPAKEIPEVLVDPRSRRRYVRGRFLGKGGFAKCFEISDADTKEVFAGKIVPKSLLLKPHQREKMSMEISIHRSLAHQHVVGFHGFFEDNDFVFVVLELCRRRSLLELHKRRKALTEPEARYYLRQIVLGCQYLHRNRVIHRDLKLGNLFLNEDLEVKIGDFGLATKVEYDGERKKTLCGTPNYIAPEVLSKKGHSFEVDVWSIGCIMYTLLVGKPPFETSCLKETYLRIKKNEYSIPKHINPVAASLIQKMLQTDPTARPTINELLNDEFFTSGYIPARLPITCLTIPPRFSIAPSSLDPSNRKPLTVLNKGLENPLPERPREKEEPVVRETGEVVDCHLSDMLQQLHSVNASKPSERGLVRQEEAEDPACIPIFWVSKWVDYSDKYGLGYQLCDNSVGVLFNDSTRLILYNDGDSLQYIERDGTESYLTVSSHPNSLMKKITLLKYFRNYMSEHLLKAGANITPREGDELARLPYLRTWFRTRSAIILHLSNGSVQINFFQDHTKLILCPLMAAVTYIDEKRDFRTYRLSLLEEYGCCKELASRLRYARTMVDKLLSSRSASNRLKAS
ERa coact inh – ER-alpha (human) coactivator binding inhibition. 86,000 compounds, 1.7% hits. inhibition, % at 25.6 µM. TR-FRET ER-alpha LBD / SRC-1 peptide, estradiol-bound. P03372; in the data active = inhibition above about 50%;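 also: 0% = receptor plus peptide control and 100% = peptide only without receptor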
ERb coact inh – ER-beta (human) coactivator binding inhibition. Q92731. TR-FRET ER-beta LBD / SRC1-Cy5 peptide binding; receptor agonist-loaded with 1 µM estradiol. inhibition, % at 25.6 µM. 86,000 compounds, 1.3% hits;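 active = compounds whose percent inhibition of the receptor-coactivator binding signal exceeds about 50% in the single-dose screen, limit read from the data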;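 also: 0% = receptor plus peptide wells without compound and 100% = peptide-only wells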
PLK1 kinase inh – PLK1 (human) kinase inhibition; P53350; inhibition, % at 10 µM; recombinant PLK1 kinase, TR-FRET peptide phosphorylation; 97,000 compounds, 0.53% hits;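 active = inhibition of 50% or more in the single-concentration screen; inactive = inhibition below 50%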;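 also: 0% = DMSO max control and 100% = H-89 dihydrochloride min control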
FAK inh – blocks human focal adhesion kinase activity | biochemical FAK kinase activity assay | inhibition, %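 (tested at 7 µM)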 | Q05397 | 97,000 compounds, 0.84% hits | AID 727; in the data active = inhibition above about 19%;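 also: 0% = DMSO and 100% = reference compound high control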
Mac1 fbg inh – CD11b/CD18-fibrinogen binding inhibition; P05107+P11215; K562 CD11b/CD18 adhesion to fibrinogen, ATPlite luminescence; Mn2+ added to activate the integrin; inhibition, % at 10 µM; 93,000 compounds, 0.54% hits; AID 1497;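 active = primary inhibition of 50% or more at 10 µM, then 40% or more on retest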; also: some results filed as inactive read as strong as hits
HIV Rev-RRE inh – inhibitors of HIV-1 Rev-RRE RNA interaction; Rev peptide-RRE RNA binding, FRET; inhibition, % at 8 µM; 97,000 compounds, 0.79% hits;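 active = inhibition above the screen-wide mean plus 3 SD, cut at about 35% in these data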;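 also: 0% = median DMSO wells and 100% = median Neomycin B control wells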
Target sequence (P05866 whole entry, looked up): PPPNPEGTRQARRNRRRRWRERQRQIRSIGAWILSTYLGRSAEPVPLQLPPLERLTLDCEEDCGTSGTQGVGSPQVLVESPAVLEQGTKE
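Probe or stimulus: fluorescein-Rev peptide as binding partner; assay system: Cy5-tagged RRE RNA duplex with fluorescein-tagged Rev peptide; timing: 5 min compound–RNA preincubation, then 15 min with peptide, 25 °C; medium: HEPES pH 7.5 buffer with KCl, MgCl2, NaCl and EDTA; signal: fluorescein-to-Cy5 FRET, 480 nm excitation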
* = called active by the depositor; . = not tested or not shown; [ ] = dose if it differs, or a comment.

Mac1 fbg enh	ERa SRC1 pot	PLK1 PBD inh	ERa coact inh	ERb coact inh	PLK1 kinase inh	FAK inh	Mac1 fbg inh	HIV Rev-RRE inh	Compound
-4	109	-8	12[fluorescence artefact?]	-9	-8	0	16	8	COc1ccc(C2=NOC(C(=O)NCc3ccco3)C2)cc1 (stereo not drawn)
.	129	6	-3	-8	0	-11	.	5	CCc1ccccc1NC(=O)CCc1nc(-c2ccc(C)cc2)no1
-1	.	-21	.	.	-14	2	-34	16	CCOC(=O)/C(C#N)=C\c1ccc(N2CCN(C)CC2)cc1
0	.	38	.	.	-5	1	6	3	COc1ccc(-n2c(-c3cccc(C)c3[N+](=O)[O-])n[nH]c2=S)cc1
-1	115	5	-21[fluorescence artefact?]	-2	-3	1	-7	2	COc1ccccc1OCCCn1c(=O)oc2ccccc21
1	81	15	5	8	20	3	7	8	CCC(C)[C@H](NC(=O)OC(C)(C)C)C(=O)N/N=C/c1ccc2nccnc2c1 (stereo partly drawn)
-5	97	18	0	-2	-15	-1	-2	2	C=CCc1cccc2cc(C(=O)N3CCN(C(=O)c4ccco4)CC3)c(=O)oc12
-4	.	-9	.	.	-7	5	2	5	CC(=O)c1ccc(Sc2ccccc2)cc1
-5	121	-13	-6	-9	1	-6	3	-2	COc1ccccc1NC(=O)C1C2C=CC3(CN(Cc4cccnc4)C(=O)C13)O2 (stereo not drawn)
3	91	12	8[fluorescence artefact?]	18	5	-3	-7	4	CCOC(=O)N1CCC(N2C(=O)c3ccccc3C2Nc2ccccc2)CC1 (stereo not drawn)
0	110	-21	2	1	3	0	0	16	Brc1ccc(-c2nc3ncccn3c2NC2CCCCC2)o1
0	124	-7	7	3	-1	-2	-7	1	Cc1ccc2c(c1)nnn2C1CCN(CC(=O)NCCc2nc3ccccc3[nH]2)CC1
.	101	5	-17[fluorescence artefact?]	-19	-3	0	.	-3	CC1CCCN(C(=O)C2CCN(CC(C)c3ccccc3)CC2)C1 (stereo not drawn)
5	27[fluorescence artefact?]	-12	86*[fluorescence artefact?]	88*[fluorescence artefact?]	2	16	36	3	O=C(NCCc1ccccc1)c1ccc2nc(-c3ccco3)c(-c3ccco3)nc2c1
-1	87[fluorescence artefact?]	-22	-3	-1	-13	1	26	3	Cc1ccc(C)c2[nH]c(=O)c(CN(Cc3nnnn3C3CCCCC3)CC3CCCO3)cc12 (stereo not drawn)
3	.	42	.	.	-5	-3	-14	5	COc1ccc(/C=N/NC(=O)Cc2csc(Nc3cccc(C(F)(F)F)c3)n2)cc1C
2	107	-3	3	7	-3	2	4	9	CC1CCCC(C)N1C(=O)CSc1nnc(NC(=O)Cc2cccs2)s1 (stereo not drawn)
.	.	10	.	.	-4	-6	.	8	CCn1c(SCc2nc3ccccc3s2)nnc1-c1cccs1
2	141	-13	-8	2	-7	-3	-12	7	CCOC(=O)c1ccccc1NC(=O)c1cc2sccc2n1C
-6	93[fluorescence artefact?]	27	-1	2	-12	4	-6	9	CC(=O)OCc1cc2cc(C)ccc2[nH]c1=O
-3	90	24	0	-8	-10	2	-4	4	O=C(CNS(=O)(=O)c1ccccc1)Nc1ccc(C(F)(F)F)cc1
-6	.	-7	.	.	-3	0	0	0	Cc1cc(C)nc(SCC(=O)c2ccc3c(c2)OCCO3)n1
1	111	-3	-3[fluorescence artefact?]	4	-5	-3	-5	6	Cc1cc(NC(=O)c2ocnc2C)no1
3	28[fluorescence artefact?]	36	78*[fluorescence artefact?]	63*[fluorescence artefact?]	-1	11	23	5	N#Cc1c(-c2ccco2)cc(-c2ccccn2)nc1N
1	108	-2	1	7	-4	1	-6	4	Cn1c(-c2ccccc2)cc2c3no[n+]([O-])c3ccc21
-5	.	23	.	.	-10	-8	4	13	Cc1ccc(S(=O)(=O)c2nc(-c3cccs3)oc2SCC(N)=O)cc1
-2	117	-21	1	-9	7	1	-9	-2	O=C(OCn1nnc2ccccc2c1=O)c1cccnc1Cl
.	155	-14	-3[fluorescence artefact?]	-7[fluorescence artefact?]	-13	-1	.	6	O=C(CN1CCN(CCO)CC1)Nc1ccccc1
-1	106	7	-6	-8[fluorescence artefact?]	-13	0	-38	5	CCC(Sc1nc2ccccc2c(=O)n1CCN1CCOCC1)C(=O)NCc1cccnc1 (stereo not drawn)
1	109[fluorescence artefact?]	-6	-3	-29	-11	1	-3	-1	CCOC(=O)CSc1nnc(SCCN2C(=O)c3ccccc3C2=O)s1
-4	101[fluorescence artefact?]	-2	0[fluorescence artefact?]	-22	-3	6	-9	1	O=c1/c(=C\c2ccc3c(c2)OCO3)sc2n1CCCN=2
-1	102	7	-3	-9	-11	3	6	6	Cc1ccc(NS(=O)(=O)c2ccccc2)c2c1CC(C)(C)O2
-2	.	-21	.	.	3	-8	11	4	Cc1cnn(C(=O)c2cc(-c3ccccc3)nc3ccccc23)c1
-1	94[fluorescence artefact?]	3	6[fluorescence artefact?]	-1[fluorescence artefact?]	-6	3	15	14	C=CCNc1oc(Cc2cccc3ccccc23)nc1C#N
0	116	-15	-4	1	-7	.	9	.	CC(C)N1C(=O)C2C(c3ccccc3O)NC(C)(C(=O)O)C2C1=O (stereo not drawn)
.	.	-7	.	.	-7	0	.	3	Cc1ccc(-n2c(SCC(=O)NCc3ccco3)nnc2-c2cccnc2)c(C)c1
.	112[fluorescence artefact?]	-12	16	6[fluorescence artefact?]	-13	-1	.	7	O=C(NCC(=O)N(Cc1cccs1)C(C(=O)NC1CCCC1)c1cccnc1)c1ccco1 (stereo not drawn)
-7	.	-19	.	.	-7	-3	-4	7	Cc1oc(CC(C)C)c(CN)c1C(=O)O
0	98	-6	0	-4	-3	-1	-29	1	CCCC(C(=O)OCC)P(=O)(c1ccccc1)c1ccccc1 (stereo not drawn)
.	.	-7	.	.	-6	-3	.	9	Cc1cccc(N/C(=N\S(=O)(=O)c2ccccc2)C(F)(F)F)c1
-4	101[fluorescence artefact?]	14	2[fluorescence artefact?]	1[fluorescence artefact?]	-6	0	8	5	O=C1Nc2ncccc2OC1CCCl (stereo not drawn)
-1	70	29	5	-4	-2	1	4	13	CCOC(=O)c1c(C=O)c(C)n(Cc2ccc(C)cc2)c1C
0	91	-32	-3	-7	-5	-1	-23	-1	Nc1ccc(Oc2ccc(Cl)cc2)cc1
0	107	-1	-7	-19	2	1	12	11	CCCOc1ccc(N2C(=O)CC(SC(=NC)Nc3ccc(F)cc3)C2=O)cc1 (stereo not drawn)
.	104	-25	-5	0	0	1	.	1	OCCN(CC(O)Cn1ccc2ccccc21)CC(O)Cn1ccc2ccccc21 (stereo not drawn)
-2	82	.	0	-7	.	.	-11	.	Cc1ccc(Cn2c(Sc3ncccn3)nc3c2c(=O)[nH]c(=O)n3C)cc1
.	.	-32	.	.	-2	-5	.	15	Cc1ccc(OCCCOc2cccc3cccnc23)cc1C
.	111	0	-6	-15	-8	1	.	3	CCOC(=O)c1[nH]c(C)c(C(=O)NCc2ccccn2)c1C
.	78	2	-7	-12	-10	0	.	0	CCCCn1c(-c2nn(C)cc2Cl)n[nH]c1=S
1	105	-17	-13	4	-11	6	-37	6	O=C1CCC(C(=O)NCCCn2ccnc2)N1 (stereo not drawn)
.	95	-15	-21	-9	-2	-1	.	6	O=C(COC(=O)c1ccc(F)cc1)Nc1ccccc1N1CCOCC1
.	.	-13	.	.	-10	0	.	2	CC(=O)Nc1ccc(S(=O)(=O)NC(CC(=O)NCCC2=CCCCC2)C(C)C)cc1 (stereo not drawn)
0	104	-13	-2	16	11	0	-3	2	O=C(O)CCCC(=O)Nc1ccc(N2CCCC2)cc1
-5	91	-6	-1	2	-7	-4	-11	1	COc1ccc(CCNC(=O)COc2nsnc2N2CCOCC2)cc1OC

14 structures already listed, arranged by length of the SMILES, rising.
Mac1 fbg enh	ERa SRC1 pot	PLK1 PBD inh	ERa coact inh	ERb coact inh	PLK1 kinase inh	FAK inh	Mac1 fbg inh	HIV Rev-RRE inh	Compound
0	91	-32	-3	-7	-5	-1	-23	-1	Nc1ccc(Oc2ccc(Cl)cc2)cc1
-7	.	-19	.	.	-7	-3	-4	7	Cc1oc(CC(C)C)c(CN)c1C(=O)O
1	105	-17	-13	4	-11	6	-37	6	O=C1CCC(C(=O)NCCCn2ccnc2)N1 (stereo not drawn)
.	78	2	-7	-12	-10	0	.	0	CCCCn1c(-c2nn(C)cc2Cl)n[nH]c1=S
0	104	-13	-2	16	11	0	-3	2	O=C(O)CCCC(=O)Nc1ccc(N2CCCC2)cc1
-4	101[fluorescence artefact?]	-2	0[fluorescence artefact?]	-22	-3	6	-9	1	O=c1/c(=C\c2ccc3c(c2)OCO3)sc2n1CCCN=2
-1	70	29	5	-4	-2	1	4	13	CCOC(=O)c1c(C=O)c(C)n(Cc2ccc(C)cc2)c1C
.	111	0	-6	-15	-8	1	.	3	CCOC(=O)c1[nH]c(C)c(C(=O)NCc2ccccn2)c1C
-2	.	-21	.	.	3	-8	11	4	Cc1cnn(C(=O)c2cc(-c3ccccc3)nc3ccccc23)c1
.	104	-25	-5	0	0	1	.	1	OCCN(CC(O)Cn1ccc2ccccc21)CC(O)Cn1ccc2ccccc21 (stereo not drawn)
0	116	-15	-4	1	-7	.	9	.	CC(C)N1C(=O)C2C(c3ccccc3O)NC(C)(C(=O)O)C2C1=O (stereo not drawn)
0	107	-1	-7	-19	2	1	12	11	CCCOc1ccc(N2C(=O)CC(SC(=NC)Nc3ccc(F)cc3)C2=O)cc1 (stereo not drawn)
.	.	-7	.	.	-7	0	.	3	Cc1ccc(-n2c(SCC(=O)NCc3ccco3)nnc2-c2cccnc2)c(C)c1
.	112[fluorescence artefact?]	-12	16	6[fluorescence artefact?]	-13	-1	.	7	O=C(NCC(=O)N(Cc1cccs1)C(C(=O)NC1CCCC1)c1cccnc1)c1ccco1 (stereo not drawn)
